High-throughput results (PubChem)
JMJD2E inh = blocks human JMJD2E demethylase activity; B2RXH2; JMJD2E catalytic domain, FDH-coupled NADH fluorescence (FDH is formaldehyde dehydrogenase); Potency, µM (doses to about 57.1 µM), for the others: top-dose activity change, negative = inhibition, usual class: inhibitors; 1.6% of 230,000 active; active means well fitted inhibition curve with a large enough effect, not every such curve was filed as active; inconclusive means small, poorly fitted or top-dose-only effect, or another doubt; inactive means no such curve, though single readings can be large or run the other way;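 further: 0% = wells with enzyme and -100% = buffer wells without enzyme; nearly all actives have a fitted effect of over 50% in size; many of its hits are not listed in these tables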
Target sequence (B2RXH2 1-337 limits assumed): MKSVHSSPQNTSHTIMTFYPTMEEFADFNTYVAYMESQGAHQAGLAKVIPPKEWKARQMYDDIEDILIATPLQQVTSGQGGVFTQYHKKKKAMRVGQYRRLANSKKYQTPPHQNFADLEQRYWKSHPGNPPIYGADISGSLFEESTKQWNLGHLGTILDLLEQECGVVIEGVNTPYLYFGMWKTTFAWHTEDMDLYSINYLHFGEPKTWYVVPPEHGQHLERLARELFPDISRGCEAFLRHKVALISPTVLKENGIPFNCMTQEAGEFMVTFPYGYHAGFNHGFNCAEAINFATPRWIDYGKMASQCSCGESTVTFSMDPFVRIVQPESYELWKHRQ
L3MBTL1 block = inhibitors of human L3MBTL1 | Q9Y468 | AlphaScreen L3MBTL1–H3K9me1 peptide binding | Potency, µM (doses to about 57.1 µM), for the others: at the highest dose activity, negative = inhibition, most hits filed as inhibitors | 0.66% of 230,000 active; further: on the % scale 0 is the no-effect control and ±100 the full control effect; nearly all actives have a fitted effect of over 60% in size
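First, the protein-peptide complex forms for 30 min at room temperature (L3MBTL1 50 nM, biotinylated H3K9me1 peptide 75 nM). Next, compounds are pin-transferred and incubated 30 min. Finally, AlphaScreen beads are added and read after 30 min.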
SMN2 splice enh = enhancers of SMN2 splice variant expression; HEK293 SMN2-luciferase splicing reporter, luminescence, 30-36 h; Potency, µM (titrated, usually from 46.1 µM), inactives show at the top dose activity change, positive = activation, most hits filed as activators; 2.8% of 210,000 active; AID 1458; further: % of control where 0% means no effect; nearly all actives have a fitted effect of over 55% in size
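HEK293 cells carry an SMN2 minigene-luciferase reporter in which exon 7 inclusion puts luciferase in frame. Cells were seeded at 2000 cells/well, attached for 10-12 hours, then exposed to compounds for 30-36 hours at 37C before ONE-Glo luminescence.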
ALDH1A1 block = blocks purified human ALDH1A1 activity | Purified ALDH1A1, NADH fluorescence, propionaldehyde substrate | Potency, µM (doses to about 75.3 µM), for the others: at the top dose activity, negative = inhibition, usual class: inhibitors | P00352 | 7.3% of 220,000 active; active means well fitted inhibition curve with a large enough effect, not every such curve was filed as active; inconclusive means small, poorly fitted or top-dose-only effect, or another doubt; inactive means no such curve, though single readings can be large or run the other way;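 further: plate controls were no enzyme wells and a reference inhibitor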
Target sequence (P00352 whole entry, looked up): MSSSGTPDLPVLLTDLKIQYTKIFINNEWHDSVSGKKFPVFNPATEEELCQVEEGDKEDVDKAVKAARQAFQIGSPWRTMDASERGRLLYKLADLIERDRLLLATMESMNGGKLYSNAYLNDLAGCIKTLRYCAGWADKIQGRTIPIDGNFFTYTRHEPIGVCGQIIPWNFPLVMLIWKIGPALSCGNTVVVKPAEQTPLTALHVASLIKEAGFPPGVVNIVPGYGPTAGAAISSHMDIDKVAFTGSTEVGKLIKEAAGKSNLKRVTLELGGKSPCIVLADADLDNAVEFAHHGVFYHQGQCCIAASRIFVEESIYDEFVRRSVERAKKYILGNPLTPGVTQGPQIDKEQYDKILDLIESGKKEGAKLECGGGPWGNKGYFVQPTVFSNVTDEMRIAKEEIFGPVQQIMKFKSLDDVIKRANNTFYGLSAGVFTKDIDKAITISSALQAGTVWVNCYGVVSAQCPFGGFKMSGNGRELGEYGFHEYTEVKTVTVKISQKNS
Luc counter = blocks Kinase-Glo luciferase, a counter-screen artifact. Kinase-Glo luciferase, ATP luminescence, 8 min. Potency, µM (doses to about 38.3 µM), without a hit: at the highest dose activity change, negative = inhibition, most hits filed as inhibitors. 0.28% of 200,000 active; further: on the % scale 0 is the no-effect control and ±100 the full control effect; nearly all actives have a fitted effect of over 60% in size
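Luminescence was the read-out, taken after 8-minute incubation at ambient temperature. Luciferase turned over luciferin with 10 uM ATP in imidazole pH 7.2 buffer containing KCl, MgCl2, Tween 20 and BSA.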
RECQ1 helicase = inhibitors of human RECQ1 DNA helicase; RECQ1 DNA unwinding, red fluorescence kinetic read; Potency, µM (top dose mostly 57.3 µM), for inactives: at the highest dose activity, negative = inhibition, hits mostly inhibitors; 0.54% of 240,000 active;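 further: plate controls were vehicle for no effect and no enzyme for full effect; nearly all actives have a fitted effect of over 30% in size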
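RECQ1T1 50 nM; forked duplex (20 bp + 30-nt ss tails) 200 nM, ATP 2 mM final; pH 8.0, 2 mM MgCl2, 2.5 ug/ml poly(dI-dC); 15 min compound preincubation; discontinuous kinetic read over 2 h at RT.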
LMNA splice mod = LMNA splicing modulation; HeLa LMNA splicing GFP/RFP minigene ratio, 48 h; Potency, µM (titrated, usually from 46.1 µM), for the others: at the highest dose ratio change, negative = inhibition, actives largely listed as inhibitors; 0.01% of 200,000 active; active means well fitted inhibition curve with a large enough effect in the signal ratio, with a control signal flat, not every such curve was filed as active; inconclusive means small, poorly fitted or top-dose-only effect, or effect the other way, or a change in a side signal; the % refers to the signal ratio; further: on the % scale 0 is the no-effect control and ±100 the full control effect
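S3 HeLa stable clones carrying a lamin A-EGFP splicing minigene plus DsRed2 were seeded at 600 cells/well in Opti-MEM with 2% FBS, pin-dosed and incubated 48 h at 37°C. Acumen cytometry (488 nm) gave the GFP/RFP total-intensity ratio.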
Tau fibril ThT = blocks human tau fibril formation measured by thioflavin T | recombinant tau K18 P301L, heparin-induced fibrillization, ThT fluorescence | 2.1% of 270,000 active | P10636 | Potency, µM (titrated, usually from 57.4 µM), for the others: at the top dose activity, negative = inhibition, most hits filed as inhibitors; further: on the % scale 0 is the no-effect control and ±100 the full control effect; nearly all actives have a fitted effect of over 55% in size
Target sequence (P10636 561-689 P618L limits assumed): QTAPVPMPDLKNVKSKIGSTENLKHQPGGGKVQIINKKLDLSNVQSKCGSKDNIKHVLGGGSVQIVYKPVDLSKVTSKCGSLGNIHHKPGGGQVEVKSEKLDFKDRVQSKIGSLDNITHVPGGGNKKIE
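ThT emission at 510 nm, taken 1 hr after adding 30 uM dye, quantifies aggregates formed when 20 uM heparin acts on human tau K18 P301L for 6 hr at 37 C.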
The depositor's hits bear a star; i = inactive; ? = inconclusive; · = not tested or not shown; & = joins results of further samples; [ ] = remark or other dose. Unless noted, the call rests on the fitted dose curve; in most records, active means well fitted curve in the direction sought with a large enough effect; inconclusive means small, poorly fitted or top-dose-only effect, or another doubt; inactive means no such curve, though single readings can be large; an effect the other way counts as inactive or inconclusive. Potency means the concentration at half of the fitted maximal effect.

Results follow in this order: Tau fibril ThT	LMNA splice mod	SMN2 splice enh	JMJD2E inh	RECQ1 helicase	L3MBTL1 block	ALDH1A1 block	Luc counter
- Cc1ccc(C2C(C(N)=S)=C(N)OC3=C2C(=O)CC(C)(C)C3)cc1 (configuration not stated)
  ?	-2.7%	-0.4%	-3.6%	3.4%	-2.5%	14.1µM*	0.1%
- CC(N=Cc1cc([N+](=O)[O-])ccc1O)c1ccccc1 (configuration not stated)
  1.2%	6.4%[9.22 µM]	-2.4%	-11.8%	-1.1%	·	?	2.1%
- O=C(CSc1nc2ccccc2o1)Nc1nc(-c2ccccc2)c(-c2ccccc2)s1
  3.7%	?	-24.1%	?	-5.5%	-7.4%	?	0.2%
- COc1ccc(OC)c(/C=C/C(=O)Nc2ccc3c(c2)CCC3)c1
  ?	?	12.1%	?	-14.7%	-8.6%	?	5.1%
- COC(=O)[C@H](CCSC)NC(=O)NC1CCN(Cc2ccccc2)CC1
  5.1%	5.2%	-8.0%	-1.3%	-11.4%	2.2%	-2.5%	-3.3%
- CCOCCCNC(=O)C(=O)NCCCOCC
  -0.8%	-21.5%	9.2%	6.1%	3.3%	9.0%	8.3%	0.6%
- CC#CCN1c2ccccc2[C@]23C[C@@H](C(=O)OC)N(S(=O)(=O)c4ccc(OC)cc4)C2=NC(C(=O)OC)=C(C(=O)OC)[C@H]13
  -12.3%[11.5 µM]	?	1.8%[9.22 µM]	1.6%[11.4 µM]	2.0%[11.5 µM]	·	-8.2%[13.5 µM]	-1.4%[7.66 µM]
- CCOC(=O)NC(NC(=S)Nc1ccccc1[N+](=O)[O-])C(Cl)(Cl)Cl (configuration not stated)
  -18.1%	-3.1%	-29.3%	-3.7%	-6.1%	·	?	0.0%
- Cc1ccc(C(=O)N2CCOCC2)c(F)c1F
  -2.7%	·	13.7%	2.3%	i	35.2%[activator]	6.5%	0.2%
- Cc1ccc(C2CCN(C(=O)Nc3ccc(F)cc3)C2)cc1 (configuration not stated)
  ?	·	·	0.6%	i	·	2.4%	·
- Cc1nc2cc(NC(=O)CSc3nc4c(C)cccc4cc3C#N)ccc2s1
  -13.9%	?	-39.4%	-3.2%	-4.3%	-6.4%	1.9%	-1.1%
- CCC1COC(c2cccn2Cc2ccc(Cl)cc2)=N1 (configuration not stated)
  6.3%	-11.9%[9.22 µM]	-23.8%	-1.1%	1.5%	·	-7.9%	5.3%
- O=c1c2sccc2nc(SCc2ccc([N+](=O)[O-])cc2)n1Cc1ccccn1
  -8.1%	?	-1.4%	1.3%	-20.6%	-12.6%	1.9%	-0.2%
- COc1ccc2c(c1)c(=O)oc1cc3oc(C)c(C)c3cc12
  ?	-11.7%	-35.0%[inhibitor]	3.0%	-11.6%	·	5.2%	-5.0%
- CCn1c(C)nc2cc(C(=O)NNC(=S)Nc3ccc(F)cc3)ccc21
  ?	·	·	3.4%	i	-0.9%	?	·
- O=C(C[n+]1cccc(CNC(=O)c2ccc(OC(F)F)cc2)c1)Nc1cc(C(F)(F)F)ccc1Cl
  ?	-11.6%	19.4%	-10.8%	-4.2%	15.9%	3.7%	4.0%
- COc1ccc(N2C(=O)C(O)C2c2ccc(C)cc2)cc1 (configuration not stated)
  -3.9%	0.8%	9.4%	-8.3%	-0.4%	-2.9%	-1.5%	-5.5%
- CCn1c(/C=C/c2c(C)[nH]c3ccccc23)nc2ccccc2c1=O
  17.7%	-6.1%	-5.8%[1.84 µM]	?	-2.3%	8.6%	-14.8%	-4.0%
- Cc1ccc(NC(=O)CSc2nc3ccccc3c(=O)n2Cc2cccs2)cc1
  -5.4%	-13.0%	?	-0.5%	5.0%	2.0%	3.6%	0.4%
- Cc1ccc([N+](=O)[O-])cc1NC(=O)Cc1cccs1
  ?	·	·	?	i	·	2.1%	·
- COc1ccc(C(=O)CSc2nnc(-c3cccs3)n2-c2ccccc2)cc1
  -9.0%	2.6%	-27.8%	0.0%	-3.4%	·	-4.0%	-4.1%
- CCOc1nc(N2CCOCC2)nc(C)c1[N+](=O)[O-]
  6.4%	-7.6%	1.2%	11.1%	-0.7%	4.6%	1.6%	0.9%
- CSCCC1NC(=O)N(CC(=O)Nc2ccc(N3CCCCC3)cc2)C1=O (configuration not stated)
  -13.9%	-8.6%	-9.1%	-2.6%	-5.4%	-11.8%	?	-2.5%
- O=C(COc1ccc(Br)cc1CNCCCN1CCOCC1)Nc1ccccc1
  -2.8%	-4.3%	-13.3%	-2.3%	6.9%	10.9%	-2.6%	0.7%
- CCc1ccccc1NC1=NCC(=O)N1C1CCCCC1
  2.3%	?	0.7%	9.3%	i	5.6%	-17.2%	-1.5%
- CCC(C)[C@H](NC(=O)N1CCCCCC1)C(=O)OC (some centres not stated)
  -1.5%	·	·	3.0%	i	19.2%	·	·
- COC(=O)c1ccccc1NC(=O)CSc1nc2ccccc2c(=O)[nH]1
  -10.3%	?	?	?	i	?	?	2.2%
- Clc1cc(Br)ccc1OCCN1CCOCC1
  -6.4%	11.4%	-1.4%	4.8%	7.1%	-3.2%	?	-3.3%
- Cc1cccnc1NC(=S)Nc1ncccc1C
  -10.4%	·	·	?	-7.7%	3.8%	-1.2%	·
- COc1ccc(CCNC2CCN(C)CC2)cc1OC
  -2.2%	-0.2%	-9.6%	3.6%	-7.0%	-3.3%	13.1%	10.2%
- CC12CC3CC(C)(C1)CC(NCc1ccncc1)(C3)C2
  -11.2%	6.3%[46 µM]	-12.9%	-3.5%	-11.7%	·	5.4%	1.3%
- CCOC(=O)c1cc(-c2nnc(SCC(=O)Nc3ccc(F)cc3)o2)c(C)nc1C
  -8.6%	3.1%	-9.3%	-0.5%	-26.0%	-1.1%	10µM*	-6.3%
- CSc1nnc2c(n1)c(C)nn2-c1ccc(C)cc1
  10.7%	-17.0%	?	15.6%	i	?	-7.2%	0.2%
- COC(=O)c1cc(NC(=O)CN2C(=O)CSC2=O)ccc1Cl
  -3.2%	-3.1%	·	-5.5%	-14.7%	1.1%	3.0%	·
- COc1ccccc1N1CCN(C(=O)CSc2ccc3c(C)cc(C)nc3n2)CC1
  ?	-11.7%	24.5%	-21.4%	-5.5%	-9.3%	-9.0%	1.1%
- CCC1=NC(c2ccccc2)N(O)C1(C)C (configuration not stated)
  -9.4%	6.1%	7.6%	5.4%	4.6%	·	6.6%	-1.8%
- COc1ccc(Cl)cc1NC(=O)c1c(-c2ccccc2)noc1C
  -0.8%	11.3%	-9.6%	?	-5.7%	30.7%[activator][11.4 µM]	-5.6%	-1.5%
- Cc1ccc(-c2noc(C3CCCN(C(=O)c4ccccc4)C3)n2)o1 (configuration not stated)
  ?	-9.9%	?	-2.3%	2.8%	·	14.1µM*	-4.9%
- Cc1nc(N2CCOCC2)c2c(C)c(C(=O)Nc3ccc(F)cc3Cl)sc2n1
  -0.2%	·	-5.4%	?	i	·	?	-2.0%
- CCOC(=O)C1=C(C)NC(C)=C(C(=O)OCC)C1C(=O)OCC(=O)NC
  2.4%	-6.4%[46 µM]	-1.1%	?	-0.6%	7.6%	0.0%	-2.6%

Full records from above. Order of screens: Tau fibril ThT	LMNA splice mod	SMN2 splice enh	JMJD2E inh	RECQ1 helicase	L3MBTL1 block	ALDH1A1 block	Luc counter
`Clc1cc(Br)ccc1OCCN1CCOCC1` is listed with -6.4%	11.4%	-1.4%	4.8%	7.1%	-3.2%	?	-3.3%
`COc1ccccc1N1CCN(C(=O)CSc2ccc3c(C)cc(C)nc3n2)CC1` is listed with ?	-11.7%	24.5%	-21.4%	-5.5%	-9.3%	-9.0%	1.1%

The listing continues.
Results follow in this order: Tau fibril ThT	LMNA splice mod	SMN2 splice enh	JMJD2E inh	RECQ1 helicase	L3MBTL1 block	ALDH1A1 block	Luc counter
- CC1=C(C(=O)NC2CCCC(C)C2C)C2(CCCCC2)OC1=O (configuration not stated)
  1.6%	-4.7%	8.2%	-3.7%	3.1%	13.3%	-1.3%	-4.2%
- CCOC(=O)C1(CCc2ccccc2)CCN(C2Cc3ccccc3C2)CC1
  -2.3%	-25.3%[46 µM]	·	-15.5%	-4.0%	-5.1%	0.9%	-1.5%
- C=CCOC(=O)c1[nH]c2c(c1C)C(=O)CC(c1ccco1)C2 (configuration not stated)
  ?	?	-33.9%[inhibitor]	-24.8%	-24.8%	?	?	3.4%
- CN(C(=O)c1sc2nc(N3CCOCC3)c3c(c2c1N)CCCC3)c1ccccc1
  ?	·	-18.3%	?	-10.4%	23.9%	·	0.4%
- COc1ccc(-c2oc3ncn(CCN4CCOCC4)c(=N)c3c2-c2ccc(OC)cc2)cc1
  ?	?	-47.2%[inhibitor]	?	-5.5%	-7.2%	?	1.2%
- Cc1ccccc1C1NC(c2ccccc2C)C([N+](=O)[O-])C(C)(C)C1[N+](=O)[O-] (configuration not stated)
  -14.8%	·	·	-1.8%	-1.3%	-17.4%	·	·
- O=C(CN1C2CCCC1CC(NC(=O)c1ccco1)C2)Nc1ccccc1C(F)(F)F (configuration not stated)
  -14.9%	-15.7%	-42.0%[inhibitor]	5.2%	-7.1%	7.3%	3.2%	1.5%
- CCOC(=O)N=Nc1c(O)n(Cc2ccccc2)c2ccccc12
  -12.5%	·	·	-11.4%	-0.8%	·	8.91µM*	·
- COc1ccccc1CNC(=O)/C=C/c1ccc(Br)o1
  ?	·	9.2%	-11.7%	-8.5%	·	12.6µM*	-1.5%
- Cc1ccc(NS(=O)(=O)c2ccc(CCC(=O)N3CCCC3)cc2)cc1
  -4.4%	-2.0%[46 µM]	-25.3%	10.6%	14.9%	0.0%	?	0.3%
- NNC(=O)CC12CC3CC(C1)CC(n1ncnn1)(C3)C2
  -1.8%	4.9%	7.7%	12.6%	-33.7%	-9.1%	2.82µM*	-3.1%
- COc1ccc2c(c1)C(=O)[C@H](O)[C@@H](c1ccc(OC)c(Br)c1)O2
  ?	?	13.2%&-45.0%	?	6.3%	3.1%	-1.3%&-10.0%	0.5%&1.3%
- O=C(Nc1cc(F)cc(F)c1)c1ccc(NCCCN2CCCCCC2)c([N+](=O)[O-])c1
  ?	6.2%[9.22 µM]	-14.5%	2.3%	0.5%	·	1.1%	-1.6%

An excerpt; count on the stated rates, not on these rows.
